Screening data from PubChem.
CAL PDZ FP-1 – inhibitors of human CAL PDZ peptide binding | Q9HD26 | purified CAL PDZ, TMR-peptide fluorescence polarization, 1 h | inhibition, % at 20 µM | 330,000 compounds, 0.02% hits | AID 504414;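 active = highest replicate inhibition of at least 40%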;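 also: plate controls were DMSO neutral control wells for no effect and unlabeled competitor peptide control wells for full effect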
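System: purified tagged CAL PDZ domain construct (CerCALP). Schedule: 1 h incubation at room temperature before polarization reading. Medium: 25 mM sodium phosphate pH 7.4, 150 mM NaCl, TCEP, IgG, Thesit. Read-out: percent inhibition from loss of millipolarization. Measured by: FP readout, S and P plane fluorescence. Probe or stimulus: fluorescent TMR peptide probe.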
Wnt act – activates Wnt/beta-catenin signaling in a reporter cell assay; activation, % at 9.35 µM; AID 743398; 300,000 compounds, 1.2% hits; activator, plate reader; in the data active = activation above about 30%, passing the limit was not always enough; inconclusive = no clear call, values can overlap the other calls;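 also: 0% = neutral control wells and 100% = positive control wells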
Ecoli viability – reduces bacterial viability in AddAB counter-screen; E. coli V3065 growth, OD600 absorbance, 18 h; inhibition, % at 11.9 µM; 330,000 compounds, 0.27% hits;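 active = inhibition above the campaign's mean inhibition across all tested compounds plus 3 SD, cut at about 9.9% in these data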;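 also: uninfected addAB+ strain grown without phage in ampicillin broth; 0% = DMSO wells and 100% = ciprofloxacin 0.95 µg/ml wells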
phage Ecoli inh – E. coli growth loss with phage present | growth absorbance | inhibition, % at 11.9 µM | 360,000 compounds, 0.26% hits; in the data active = inhibition above about 11%
SR-BI uptake up – SR-BI HDL lipid transfer activation. CHO ldlA[mSR-BI] cells, DiI-HDL uptake fluorescence, 3 h; 100 = double the neutral-control signal. activation, % at 12.5 µM. 320,000 compounds, 0.096% hits. AID 504775;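 active = mean replicate activation of at least 60% and every replicate at or above 60%; inconclusive = mean or all-replicate condition met, but not both; inactive = mean below 60% and not all replicates reaching 60%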;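 also: 0% = median plate neutral-control signal and 100% = twice that signal; values of inactives mirror those of a sister screen read the other way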
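material = CHO ldlA[mSR-BI] cells | medium = Ham's F12 with 0.5% BSA, HEPES 25 mM, pH 7.4 | reagent = fluorescent DiI-HDL, 10 µg/mL final | compound dosing = single-point compound dose | incubation = 3 h, 37 °C | measured by = bottom-read fluorescence, 550/595 nm | measure = HDL uptake via cellular fluorescence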
SR-BI DiI inh – inhibitors of mouse SR-BI mediated HDL lipid uptake; Q61009; ldlA[mSR-BI] CHO cells, DiI-HDL uptake fluorescence, 3 h; inhibition, % at 12.5 µM; 320,000 compounds, 0.96% hits;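 active = mean replicate inhibition of at least 70% and a set share of replicates each scoring 70 or more; inconclusive = meets just one of the two criteria; inactive = fails both criteria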;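 also: 0% = median of neutral control wells and 100% = median of positive control wells; values of inactives mirror those of a sister screen read the other way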
Target sequence (Q61009 whole entry, looked up): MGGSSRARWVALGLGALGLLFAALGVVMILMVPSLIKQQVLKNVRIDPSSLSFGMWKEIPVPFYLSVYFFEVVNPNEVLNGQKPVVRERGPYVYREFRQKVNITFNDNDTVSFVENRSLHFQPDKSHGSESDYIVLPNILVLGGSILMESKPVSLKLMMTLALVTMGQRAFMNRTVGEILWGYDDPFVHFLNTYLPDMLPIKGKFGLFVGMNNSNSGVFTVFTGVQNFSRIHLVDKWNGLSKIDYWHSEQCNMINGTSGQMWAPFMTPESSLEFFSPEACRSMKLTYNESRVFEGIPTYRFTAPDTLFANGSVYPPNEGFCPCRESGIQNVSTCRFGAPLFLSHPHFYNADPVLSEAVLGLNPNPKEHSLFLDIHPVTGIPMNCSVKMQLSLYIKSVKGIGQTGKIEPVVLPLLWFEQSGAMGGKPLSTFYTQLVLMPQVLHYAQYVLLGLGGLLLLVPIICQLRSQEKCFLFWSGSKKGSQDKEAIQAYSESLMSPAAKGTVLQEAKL
Tat transport – blocks Tat-dependent protein export in E. coli | E. coli MC4100 TorA-mCherry Tat export, fluorescence | inhibition, % at 10 µM | 340,000 compounds, 0.036% hits | AID 488895;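 active = mean replicate inhibition at least 50% and at least half of replicates individually reaching 50%; inconclusive = only one of the two criteria met; inactive = neither criterion met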;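 also: exported cargo escapes ClpAP degradation while cytoplasmic cargo is degraded and loses fluorescence; 0% = median of neutral control wells and 100% = median of NaSCN control wells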
MITF TRPM1 HTS – activators of MITF-driven TRPM1 promoter activity in SK-MEL-5 cells | SK-MEL-5 TRPM1-promoter luciferase, 24 h; % of positive control, neutral wells = 0 | activation, % at 12.5 µM | 300,000 compounds, 0.75% hits;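 active = mean activation of at least 80% with every replicate also reaching 80%; inconclusive = mean reaches 80% but some replicate falls short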;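 also: 0% = neutral control wells and 100% = parthenolide positive control wells; values of inactives mirror those of a sister screen read the other way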
AddAB inh – less growth of phage-infected E. coli with AddAB; inhibition, % at 11.9 µM; 330,000 compounds, 0.29% hits; E. coli expressing H. pylori AddAB, absorbance growth; AID 435030; in the data active = inhibition above about 12%;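 also: 0% = vehicle wells of infected cells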
CAL PDZ FP-2 – CAL PDZ (human) peptide binding inhibition | purified CAL PDZ, TMR-peptide fluorescence polarization, 1 h | 300,000 compounds, 0.92% hits | inhibition, % at 24.9 µM | AID 602252 | Q9HD26;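 active = mean inhibition of at least 30% with at least half of replicates also reaching 30%; inconclusive = no clear call, values can overlap the other calls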;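 also: 0% = DMSO neutral control and 100% = excess unlabeled competitor peptide PRC23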
Active calls of the source: *; u = inconclusive; x = not tested or not shown.

SMILES	CAL PDZ FP-1	Wnt act	Ecoli viability	phage Ecoli inh	SR-BI uptake up	SR-BI DiI inh	Tat transport	MITF TRPM1 HTS	AddAB inh	CAL PDZ FP-2
COc1ccc(OCc2cc(C(=O)N3CCCC(O)C3)no2)c2ccccc12 (stereo not drawn)	-1.6	29.9	0.1	0.9	-6.3	6.3	2.7	27.6	0.2	-5.1
CC(C)Oc1ccc(/C=C/C(=O)NCC2COc3ccccc3O2)cc1 (stereo not drawn)	-3.6	-0.7	-1.9	3.8	u	-275.4	2.6	1.0	1.1	-5.5
CCC(C)Nc1nc2c(c(=O)n(C)c(=O)n2C)n1Cc1ccc(F)cc1 (stereo not drawn)	-1.4	-2.0	1.7	-0.1	-0.1	0.1	5.7	-2.1	1.6	-2.2
COc1ccc(Cl)cc1S(=O)(=O)N1CCCC(C(=O)NCc2ccncc2)C1 (stereo not drawn)	1.2	1.2	-1.4	-0.9	-5.7	5.7	1.8	5.1	-0.8	-0.4
C/C(CC(=O)Nc1cccc2c1CCCC2)=N\NC(=O)Cc1ccccc1	-0.4	1.4	-2.7	0.2	-0.4	0.4	-4.6	-9.1	2.7	-4.7
Cc1cccc(NC(=O)C2CCN(S(=O)(=O)c3ccc4c(c3)C(C)(C)C(=O)N4C)CC2)c1C	0.0	-4.6	-1.4	0.8	8.4	-7.6	2.3	x	1.8	x
CCOCCn1c(=O)c2c(nc3n2CCCN3Cc2ccccc2)n(C)c1=O	-1.2	-0.1	-2.7	1.5	-10.5	10.5	7.7	6.5	-0.3	6.3
CC(C)OC(=O)Nc1ccc(Oc2c(F)c(F)c(F)c(F)c2F)cc1	-0.8	x	0.8	0.6	-5.4	5.4	-3.3	-0.9	-0.2	0.5
COc1cc(Br)c(CCNC(=O)Cc2ccccc2)cc1OC	-2.7	x	-1.6	2.3	-5.2	5.2	-6.6	-12.0	-1.6	-2.4
C[C@@H](C(=O)Nc1ccc2ccccc2c1)[C@H]1C[C@]1(C)[C@H](NC(=O)c1cccnc1)c1ccccc1	x	-4.6	0.7	-0.2	x	x	x	x	3.7	x
CC(=O)c1cccc(NC(=O)c2ccco2)c1	x	x	2.7	3.0	12.3	-12.3	3.1	0.0	-0.7	-3.3
Cc1ccc(S(=O)(=O)NCCC(=O)Nc2ccc(Cl)c(Cl)c2)cc1C	-1.5	-2.4	2.8	3.8	6.8	-6.8	1.6	-4.5	2.1	0.2
CC(C)NC(=O)c1ccc(COCC(F)(F)C(F)F)cc1	-1.5	x	-0.5	1.8	-11.4	11.4	11.4	-5.5	1.6	-4.6
CC(=O)COc1c(-c2ccco2)oc2ccccc2c1=O	0.0	-1.7	x	-0.9	21.6	-21.6	1.1	x	x	1.5
COc1cc(NC(=O)C/C(C)=N/NC(=O)Cc2ccc(Cl)cc2)c(OC)cc1Cl	-0.8	x	-3.9	2.0	-66.0	66.0	9.7	-3.1	-1.1	-5.6
CCOc1cccc(/C(O)=C2/C(=O)C(=O)N(Cc3ccco3)C2c2ccncc2)c1 (stereo not drawn)	-0.5	x	-1.4	2.2	23.2	-23.2	-6.7	-4.8	2.4	1.7
COc1ccc(C(OC(=O)c2cccs2)C(=O)NCC2CCCO2)cc1 (stereo not drawn)	-1.9	-2.9	0.2	-0.1	-17.5	17.5	-0.7	6.4	0.4	-3.2
COc1ccc(CCNC(=O)C(=O)NCC2OCCN2S(=O)(=O)c2ccccc2)cc1 (stereo not drawn)	-1.0	-0.7	-0.9	0.2	-6.0	6.0	1.0	x	-1.8	-3.6
CCOc1ccc(Nc2nc(N)c([N+](=O)[O-])c(NCc3ccccc3)n2)cc1	-5.6	2.3	1.7	0.5	-9.3	9.3	2.4	x	1.1	-2.0
COCCN(C(=S)Nc1ccc(C)c(C)c1)C(C)c1ccco1 (stereo not drawn)	-1.5	0.6	1.1	1.2	x	x	-2.8	1.2	0.3	0.5
CCN(CC)C(=O)c1sc2c(c1C)c(=O)n(-c1ccc(OC)cc1OC)c(=O)n2CC(=O)c1ccccc1	-1.8	-0.2	-2.0	3.5	0.4	-0.4	-6.2	-1.9	0.8	-0.8
Nc1nnc(SCC(=O)N2CCN(c3ccccc3)CC2)s1	-0.2	0.3	0.0	2.4	1.1	-1.1	5.3	5.8	-4.7	5.5
Cc1ccc(NC(=O)CSCC(=O)NCCc2ccccc2)c(C)c1	0.2	-4.7	1.2	3.1	1.3	-1.3	-5.3	-0.1	2.0	1.4
COc1ccc(NC(=O)CN(C)C(=O)c2cc3c(cc2Cl)N2CCCCCC2=NS3(=O)=O)cc1	-1.9	-1.9	-1.8	1.9	-5.3	5.3	4.1	5.9	0.0	-6.2
Cc1ccc2nc(NC(=O)c3ccc4c(c3)OCO4)sc2c1	-3.4	21.0	0.9	3.7	-54.5	54.5	-10.8	u	1.6	-2.6
Cn1cc(CN2CCC(n3nccc3NC(=O)CCOc3ccccc3)CC2)cn1	-2.3	-1.1	-1.1	0.2	11.3	-11.3	-2.2	-9.9	4.1	-1.4
Cc1ccccc1CN(C)C(C)C(=O)Nc1ccccc1F (stereo not drawn)	33.7	-0.9	1.4	3.7	-6.0	6.0	4.3	9.3	-0.2	-3.4
NS(=O)(=O)c1ccc(CCNC(=O)COC(=O)/C=C/c2ccccc2Cl)cc1	-2.1	-0.6	0.2	2.4	5.8	-5.8	-0.8	-9.4	3.2	0.6
Cc1nc2ccc(-n3ccc(=O)cc3)cc2s1	0.0	-3.2	-2.0	2.3	18.5	-18.5	-2.2	8.9	1.5	-0.8
O=C(N/N=C/c1ccccc1F)c1csc2c1CCCC2	-2.4	x	0.2	1.1	-33.4	33.4	3.2	75.6	-2.0	-2.8
COc1cc(CCNC2=CC(=O)c3ncccc3C2=O)ccc1O	0.4	-2.2	x	2.5	12.2	-12.2	-9.2	x	x	-2.8
CN(C)C(CNC(=O)c1ccc2nccnc2c1)c1ccco1 (stereo not drawn)	0.6	17.3	-0.4	1.9	6.6	-6.6	-1.6	21.3	-0.4	-6.8
O=C(CC(SCCO)c1ccc2c(c1)OCO2)c1ccco1 (stereo not drawn)	0.7	8.5	-0.1	3.0	-49.0	49.0	2.4	17.2	-0.2	-1.1
C=C(C)CC(NCc1ccco1)c1ccc(OC)cc1 (stereo not drawn)	-0.8	-5.3	0.9	-0.6	3.0	-3.0	5.3	8.0	-1.9	-5.6
CCc1ccc(CNCCNC(=O)c2ccco2)cc1	-6.4	42.3*	x	-0.5	6.1	-6.1	-4.8	-6.8	x	x
CCOC(=O)CNC(=O)CSc1nnc(-c2ccco2)n1N	-1.2	-6.5	0.1	2.3	20.7	-20.7	-0.8	x	3.5	0.5
O=[N+]([O-])c1ccc(F)cc1Oc1nc(-c2cccnc2)nc2ccccc12	-0.4	-0.8	1.4	3.5	-11.4	11.4	-5.6	-35.3	0.6	3.3
CC(=O)CSc1nnc(-c2ccc(S(=O)(=O)N3CCC(C)CC3)cc2)o1	0.0	x	-1.0	3.1	15.9	-15.9	0.3	0.0	2.1	4.3
O=C(CN1C(=O)c2ccccc2C1=O)Nc1ccc(Cl)cn1	x	-1.4	-1.2	2.3	10.5	-10.5	2.2	-0.2	2.8	-0.8
O=C1CCCCN1CC(=O)N1CCCC(N2CCN(c3ccccc3F)CC2)C1 (stereo not drawn)	0.5	0.7	1.8	2.2	15.4	-15.4	-10.4	5.9	0.9	-9.0
COc1ccc(Cc2nnc(SCC(=O)c3c(N)n(C4CC4)c(=O)[nH]c3=O)o2)cc1	-0.5	-2.0	-2.3	1.8	16.5	-16.5	3.1	3.9	4.0	-4.0
O=C(Nc1cccc(Cl)c1)Nc1cccc(Cl)c1	0.1	4.0	5.0	7.0	-35.6	35.6	-9.9	46.0	5.2	-2.4
Cc1cc(NC(=O)CN2C(=O)NC3(CCC(C)CC3)C2=O)no1 (stereo not drawn)	-3.4	-1.4	-0.2	2.1	21.4	-21.4	-1.1	6.1	-1.4	-1.9
Cc1ccccc1C(=O)N1CCC(C(=O)NC2CCCC2)CC1	-3.7	0.1	0.3	2.1	-2.2	2.2	-4.1	-31.2	0.8	-4.4
Cc1ccc2c(c1)N(C(=O)CCC(=O)NCc1cccc(Cl)c1)CC(C)O2 (stereo not drawn)	0.0	-1.3	0.1	3.0	8.2	-8.2	-7.7	-9.7	-1.5	x
O=C(NCc1cccnc1)c1cc(Sc2ccccc2Cl)nc2ccccc12	-0.4	x	-1.1	2.6	29.5	-29.5	7.0	5.3	0.9	x
O=C(Nc1ccccc1F)c1ccc(S(=O)(=O)N2CCCCCC2)cc1	-1.4	-13.4	-1.5	2.8	-22.4	22.4	0.2	36.6	3.8	1.0
O=C(NCc1ccccn1)c1cc2cc(Br)ccc2oc1=O	-2.9	0.9	1.5	x	17.0	-17.0	-11.4	22.8	2.5	-2.9
COc1ccccc1CN1CC(C(=O)NCc2cc(F)cc(C(F)(F)F)c2)CCC1=O (stereo not drawn)	-2.5	0.9	-0.1	-1.6	-12.7	12.7	6.5	8.3	4.4	-1.9
O=C(NC1CC2CCCC(C1)N2C(=S)Nc1ccc(Cl)cc1)C1CC1 (stereo not drawn)	-1.1	-2.9	-0.5	-1.5	10.0	-10.0	2.9	5.4	4.0	-5.1
The results go on:
SMILES	CAL PDZ FP-1	Wnt act	Ecoli viability	phage Ecoli inh	SR-BI uptake up	SR-BI DiI inh	Tat transport	MITF TRPM1 HTS	AddAB inh	CAL PDZ FP-2
COC(=O)N/N=C/c1cn(Cc2ccc(Cl)cc2Cl)c2ccccc12	-1.3	-0.9	0.6	5.0	-28.8	28.8	2.2	-13.1	0.3	-3.2
CCOC(=O)c1ccccc1NC(=O)C1COc2ccccc2O1 (stereo not drawn)	-2.6	1.9	1.6	2.4	x	x	13.5	2.8	3.1	0.7
COc1cc(NC(=O)NC2Cc3ccccc3C2)cc(OC)c1	-1.4	1.9	0.9	2.6	4.7	-4.7	-5.0	37.8	-1.2	-13.2
Brc1ccc(-c2nn3c(-c4ccccn4)nnc3s2)o1	-4.0	x	-3.7	2.3	-32.7	32.7	-2.8	x	1.3	-0.1
C(=C\c1ccccc1)/C=N/Nc1nc(N2CCOCC2)nc(N2CCOCC2)n1	0.9	x	0.2	3.4	-11.9	11.9	-2.8	5.5	0.3	-0.8
O=C(NCc1ccc(F)cc1)N1CCc2ccccc2C1	-3.0	-2.1	-1.3	1.9	-2.8	2.8	-1.0	4.3	3.1	-5.4
CCCCN1C(=O)C(=O)N(CC(=O)Nc2sc(CC)cc2C(=O)OCC)C1=O	-2.2	-3.2	-0.1	-0.1	-6.8	6.8	-1.2	5.0	-0.5	-1.8
